# Screening results deposited in PubChem BioAssay by National Center for Advancing Translational Sciences (NCATS).
# JMJD2E inh: qHTS Assay for Inhibitors of Human Jumonji Domain Containing 2E (JMJD2E); Potency, µM (highest dose often 57.1 µM), inactives show top-dose activity change, negative = inhibition, actives largely listed as inhibitors; JMJD2E catalytic domain, FDH-coupled NADH fluorescence (FDH is formaldehyde dehydrogenase); Lysine-specific demethylase 4E (Homo sapiens), B2RXH2; AID 2147, 2009; 1.6% of 230,000 active; active means well fitted inhibition curve with a large enough effect, not every such curve was filed as active; inconclusive means small, poorly fitted or top-dose-only effect, or another doubt; inactive means no such curve, though single readings can be large or run the other way;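 further: 0% = wells with enzyme and -100% = buffer wells without enzyme; nearly all actives have a fitted effect of over 50% in size; many of its hits are not listed in these tables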
# Target sequence (B2RXH2 1-337 limits assumed): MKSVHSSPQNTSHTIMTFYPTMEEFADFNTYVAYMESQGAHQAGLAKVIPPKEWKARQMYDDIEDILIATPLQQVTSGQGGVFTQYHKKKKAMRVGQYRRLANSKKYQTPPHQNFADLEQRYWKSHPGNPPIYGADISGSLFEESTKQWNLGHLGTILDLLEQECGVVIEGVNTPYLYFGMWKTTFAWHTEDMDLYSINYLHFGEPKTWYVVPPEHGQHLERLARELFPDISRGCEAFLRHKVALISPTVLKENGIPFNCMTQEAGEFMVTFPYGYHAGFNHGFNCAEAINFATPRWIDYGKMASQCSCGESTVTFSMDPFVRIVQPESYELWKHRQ
# ALDH1A1 block: qHTS Assay for Inhibitors of Aldehyde Dehydrogenase 1 (ALDH1A1). Purified ALDH1A1, NADH fluorescence, propionaldehyde substrate. 7.3% of 220,000 active. AID 1030, 2008. Aldehyde dehydrogenase 1A1 (Homo sapiens), P00352. Potency, µM (series often up to 75.3 µM), for the others: at the highest dose activity, negative = inhibition, hits mostly inhibitors; active means well fitted inhibition curve with a large enough effect, not every such curve was filed as active; inconclusive means small, poorly fitted or top-dose-only effect, or another doubt; inactive means no such curve, though single readings can be large or run the other way;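 further: plate controls were no enzyme wells and a reference inhibitor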
# aGal spleen mod: qHTS Assay for Inhibitors and Activators of Human alpha-Galactosidase From Spleen Homogenate; 0.008% of 240,000 active; Potency, µM (titrated, usually from 80 µM), without a hit: at the top dose activity change, negative = inhibition, usual class: inhibitors; Alpha-galactosidase A (Homo sapiens), P06280; human spleen homogenate, 4MU-alpha-Gal fluorescence, 40 min;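 further: 0% = enzyme with vehicle and -100% = no enzyme basal signal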
# Target sequence (P06280 32-429 limits assumed): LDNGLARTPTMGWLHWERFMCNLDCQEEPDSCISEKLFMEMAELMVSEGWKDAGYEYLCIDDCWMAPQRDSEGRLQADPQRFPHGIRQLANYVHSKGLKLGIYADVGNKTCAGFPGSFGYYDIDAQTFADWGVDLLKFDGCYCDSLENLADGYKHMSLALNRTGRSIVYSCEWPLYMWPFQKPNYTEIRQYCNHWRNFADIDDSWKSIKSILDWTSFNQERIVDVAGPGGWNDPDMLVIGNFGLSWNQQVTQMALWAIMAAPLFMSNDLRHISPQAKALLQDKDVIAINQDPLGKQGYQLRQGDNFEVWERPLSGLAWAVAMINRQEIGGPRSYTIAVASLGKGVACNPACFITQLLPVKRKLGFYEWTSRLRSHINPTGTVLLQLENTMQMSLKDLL
#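 Human spleen homogenate (1 ug) as enzyme source, 4-methylumbelliferyl-alpha-D-galactopyranoside 1 mM final, citrate/phosphate pH 5.0 with 0.01% Tween-20. Compounds 40 min at 37C, NaOH/glycine stop; fluorescence Ex 365/Em 440, Hill-fit AC50.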
# GoLoco inh red: qHTS Assay for Inhibitors of RGS12 GoLoco Motif Activity (Red Fluorophore); Gai1:RGS12 GoLoco peptide FP, rhodamine, 10 min; 0.44% of 230,000 active; Potency, µM (highest dose often 61.6 µM), without a hit: at the highest dose activity, negative = inhibition, hits mostly inhibitors; AID 880, 2007; Guanine nucleotide-binding protein G(i) subunit alpha-1 (Homo sapiens), P63096; active means well fitted inhibition curve with a large enough effect, not every such curve was filed as active; inactive means no such curve, though single readings can be large or run the other way; further: on the % scale 0 is the no-effect control and ±100 the full control effect; nearly all actives have a fitted effect of over 30% in size; many of its hits are not listed in these tables
# GAA spleen mod: qHTS Assay for Inhibitors and Activators of Human alpha-Glucosidase From Spleen Homogenate; human spleen homogenate, 4-MU-alpha-glucoside fluorescence; 0.006% of 240,000 active; Potency, µM (series often up to 79.9 µM), without a hit: at the highest dose activity change, negative = inhibition, usual class: inhibitors; Lysosomal alpha-glucosidase (Homo sapiens), P10253; AID 2112, 2009;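 further: 0% = enzyme with vehicle and -100% = no enzyme basal signal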
#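 AC50 values come from Hill-equation fits of concentration-response data, normalized to no-enzyme and full-activity controls. Enzyme source: 1 ug human spleen homogenate; 1 mM fluorogenic 4-MU glucoside, pH 5.0 citrate buffer, 37 C, 40 min.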
# GAA glycogen: qHTS Assay for Inhibitors and Activators of Human alpha-Glucosidase Cleavage of Glycogen | AID 2100, 2009 | Lysosomal alpha-glucosidase (Homo sapiens), P10253 | Potency, µM (doses to about 76.4 µM), for the others: top-dose activity change, negative = inhibition, most hits filed as inhibitors | recombinant GAA, glycogen substrate, Amplex Red glucose oxidase fluorescence | 0.38% of 300,000 active;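 further: 0% = full enzyme reaction and -100% = no-enzyme basal signal; the screen sought inhibitors and activators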
#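 qHTS, 1536-well; enzyme 4 nM final; cpd up to 77 uM; substrate bovine liver glycogen 30 ug; 50 mM citrate/phosphate pH 5.0, 0.01% Tween-20; 37 C, 40 min; Amplex Red detection 45 min RT; Hill fit → AC50.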
# SMN2 splice enh: qHTS Assay for Enhancers of SMN2 Splice Variant Expression; HEK293 SMN2-luciferase splicing reporter, luminescence, 30-36 h; Potency, µM (titrated, usually from 46.1 µM), without a hit: top-dose activity change, positive = activation, hits mostly activators; 2.8% of 210,000 active; AID 1458, 2008; further: % of control where 0% means no effect; nearly all actives have a fitted effect of over 55% in size
#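 qHTS luciferase splicing reporter: luminescence rises when SMN2 exon 7 is included in transfected HEK293 cells. Compound exposure lasted 30-36 h at 37C, with 4.5 mM final sodium butyrate as control, followed by a ONE-Glo read.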
# GAA inh: qHTS Assay for Inhibitors of Human alpha-Glucosidase as a Potential Chaperone Treatment of Pompe Disease; 0.005% of 200,000 active; purified human GAA, 4-MU-alpha-glucoside fluorescence; Potency, µM (titrated, usually from 76.9 µM), inactives show at the highest dose activity change, negative = inhibition, actives largely listed as inhibitors;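 further: plate controls were uninhibited enzyme wells for no effect and no-enzyme background for full effect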
#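 Fluorescence at Ex 365/Em 440 nm from 4-methylumbelliferone reported enzyme activity after 20 min at room temperature. Reactions used 4 nM enzyme and 400 uM substrate at pH 5.0; curves fitted with the Hill equation.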
# Starred values were filed as active, the others as inactive; ? = inconclusive; · = no result given; [ ] = remark or other dose. Unless noted, the call rests on the fitted dose curve; in most records, active means well fitted curve in the direction sought with a large enough effect; inconclusive means small, poorly fitted or top-dose-only effect, or another doubt; inactive means no such curve, though single readings can be large; an effect the other way counts as inactive or inconclusive. Potency means the concentration at half of the fitted maximal effect. These rows are one share of the data (hit frequency here may not be typical).
SMILES,JMJD2E inh,ALDH1A1 block,aGal spleen mod,GoLoco inh red,GAA spleen mod,GAA glycogen,SMN2 splice enh,GAA inh
CC(CNCC1CCCO1)COc1cccc2ccccc12 (configuration not stated),?,?,1.9%,-1.3%,-5.7%,-0.2%,19.3%,3.0%
C=C(C)COc1ccc(-c2nc(N)nc(C)c2-c2ccc(OC)cc2)c(O)c1,-7.2%,?,2.8%,50.8%[activator],1.9%,-1.0%,-23.1%,-3.4%
C=Cn1cc[n+](CC(=O)C(C)(C)C)c1,4.8%,19.8%,-5.7%,5.9%,11.9%,0.0%,10.7%,?
CCOC(=O)c1cc2sccc2n1CC(=O)N1CCCC1,5.2%,14.6%,4.8%,-0.2%,-5.5%,3.6%,-9.8%,-0.6%
O=C(N1CCCCC1)N1CCN(C(c2ccccc2)c2ccccc2)CC1,?,-12.4%,5.9%,6.3%,-0.7%,-0.6%,5.3%,-2.0%
O=C(COC(=O)c1ccc2c(c1)OCCO2)Nc1cc(S(=O)(=O)N2CCOCC2)ccc1Cl,-3.6%,-0.1%,6.9%,11.9%,11.6%,-9.5%,3.0%,9.0%
CCOC(=O)c1cc(OC(=O)c2ccccc2Br)n(-c2ccccc2)n1,-5.2%,-3.3%,-3.2%,5.0%,-6.9%,-1.8%,0.9%,0.8%
C=CCn1nc([N+](=O)[O-])nc1Sc1cccc2cccnc12,-6.3%,10.7%,5.8%,5.2%,7.0%,-1.3%,-37.3%,1.4%
O=C(COc1ccccc1)NCC(=O)N/N=C/C=C/c1ccccc1,10.5%,2.8%,-2.4%,8.7%,-0.9%,6.7%,26.7%,3.7%
N#Cc1nc(COc2ccc(F)cc2)oc1NCCCn1ccnc1,24.7%,6.2%,-2.2%,2.5%,-0.9%,1.6%,5.9%,2.0%
CCOC(=O)c1cnc(SC)nc1N,5.3%,2.0%,6.8%,-7.3%,1.4%,3.5%,-10.1%,-9.1%
c1ccc(-c2c[n+]3c(n2-c2ccccc2)CCC3)cc1,1.6%,·,4.9%,4.4%,4.5%,0.1%,·,·
Cc1ccc(O)c(C2=Nc3ccccc3N=C(c3cccs3)C2)c1,6.0%,-2.7%,3.1%,14.2%,-6.7%,6.5%,-22.1%,-3.3%
CCOC(=O)Cc1nn(CCc2ccccn2)c(=O)c2ccccc12,-1.4%,-1.2%,4.4%,-8.1%,-0.8%,-1.5%,-3.1%,-6.9%
O=C(NC1CCCc2ccccc21)c1cccc(S(=O)(=O)N2CCOCC2)c1 (configuration not stated),2.8%,?,-21.1%,2.5%,0.3%,8.5%,-1.0%,-1.8%
O=C(c1c(O)c2ccccc2oc1=O)C1CCCCC1,-0.5%,-6.5%,12.6%,6.9%,5.6%,5.1%,-4.8%,-0.1%
CC(c1n[nH]c(=S)n1Cc1ccccc1)N(C)C (configuration not stated),3.6%,-11.5%,5.5%,2.3%,-3.9%,-19.1%,15.8%,-0.8%
CCc1nnc(NS(=O)(=O)c2ccc(NC(=S)NC(=O)/C=C/c3ccc(OC)cc3)cc2)s1,-8.5%,2.51µM*,1.0%,88.7%[activator],-3.8%,-2.9%,5.7%,-7.9%
CCC(Sc1n[nH]c(=O)[nH]c1=O)C(=O)OCc1ccccc1 (configuration not stated),0.0%,?,-4.4%,-0.1%,-14.0%,-10.5%,-22.2%,0.9%
COc1cc(-c2cc(C(=O)N3CCN(c4ccccn4)CC3)c3ccccc3n2)cc(OC)c1OC,?,-6.3%,3.6%,-5.0%,3.8%,-8.8%,18.2%,-12.0%
O=C(CCc1nnc(C2CCCCC2)o1)N1CCCCC1CCn1cccn1 (configuration not stated),-0.4%,-9.0%,4.0%,8.5%,6.4%,-1.7%,-14.1%,8.4%
CCOC(=O)N1CCN(c2ccccc2OC)CC1,-5.2%,0.3%,-4.7%,4.2%,1.4%,7.5%,·,-3.7%
Cc1cc(SCC(=O)Nc2cccc(S(N)(=O)=O)c2)c(C)cc1Br,-15.2%,9.9%,1.8%,2.3%,1.0%,-5.3%,·,-5.0%
CCCC(C(=O)O)N1C(=O)/C(=C/c2cccn2C)SC1=S (configuration not stated),1.5%,-2.2%,12.8%,187.3%[activator],7.1%,7.0%,-8.6%,-1.0%
CCOC(=O)C1(C(F)(F)F)N=C(C(F)(F)F)Nc2ccccc21 (configuration not stated),5.1%,-1.0%,-5.5%,0.6%,-1.6%,1.6%,-23.0%,-1.7%
# Following part:
SMILES,JMJD2E inh,ALDH1A1 block,aGal spleen mod,GoLoco inh red,GAA spleen mod,GAA glycogen,SMN2 splice enh,GAA inh
COc1ccc(OC)c(NC(=O)C(=S)NC2CCCCC2)c1,-1.9%,8.91µM*,0.8%,15.2%,-0.1%,-15.7%,-15.4%,?
C/C(Cn1cnc([N+](=O)[O-])n1)=N/NC(=O)COc1c(Cl)cc(Cl)cc1Cl,1.8%,?,-4.6%,-7.9%,-3.3%,4.8%,-6.6%,4.4%
COC(=O)c1cn(N(C)c2ncc(C(F)(F)F)cc2Cl)c(=O)c2ccccc12,-9.6%,5.5%,0.3%,4.7%,-0.6%,2.3%,-7.1%,2.0%
COc1cc(NC(=S)NCCc2c[nH]c3ccccc23)c(OC)cc1Cl,2.6%,7.1%,12.6%,·,5.0%,-13.7%,·,3.1%
CCCN(CCC)c1ncnc2nc[nH]c12,-1.5%,5.9%,-9.0%,9.6%,-4.1%,6.3%,-8.7%,-1.9%
CCOC(=O)N1CCN(Cc2cc(Cl)c3cccnc3c2O)CC1,-2.7%,-5.7%,-15.6%,14.7%,-4.0%,-8.2%,·,4.6%
C#CCOCCOCCOCCNc1nc(N2CCN(C(=O)[C@H](CCCCN)n3cc([C@@H](N)C(C)CC)nn3)CC2)nc(N2CCN(C(=O)[C@H](CCCCN)n3cc([C@@H](N)CC(C)C)nn3)CC2)n1 (some centres not stated),-20.8%,2.1%,6.4%,-1.7%,-0.1%,8.8%,·,·
CCCCCCOc1cccc(N)c1,3.0%,4.7%,7.5%,10.0%,2.9%,0.2%,-2.2%,-2.7%
CCN(CC)C(=N)/C(C#N)=N/Nc1ccc(C)cc1,-1.5%,·,3.4%,-9.2%,-7.6%,4.4%,·,·
Nc1ncnc(Nc2c(F)cccc2F)n1,-3.4%,1.9%,5.2%,-9.3%,4.3%,11.9%,·,1.3%
CC(C(=O)Nc1ccccc1-c1ccccc1)N(C)Cc1nc2ccccc2c(=O)[nH]1 (configuration not stated),1.5%,1.1%,4.6%,-1.6%,5.1%,3.5%,-7.6%,-1.5%
O=c1cc(CCl)nc2scc(-c3ccccc3)n12,-24.0%,?,-8.5%,23.3%,-4.0%,-3.4%,·,4.1%
Cc1ccc(F)c(NC(=O)CCc2ccccc2)c1,3.0%,-2.0%,-4.8%,4.1%,-8.8%,6.1%,1.3%,-4.2%
COc1ccc(NC(=O)c2c[nH]n3c(=O)cc(C4CCN(C(=O)OC(C)(C)C)CC4)nc23)cc1Cl,9.1%,?,3.8%,7.6%,0.3%,2.6%,·,-10.4%
O=C(NCCCN1CCN(CCCNC(=O)c2cc([N+](=O)[O-])ccc2Cl)CC1)c1cc([N+](=O)[O-])ccc1Cl,-0.5%,5.0%,-11.2%,4.3%,4.9%,-0.2%,-9.7%,8.5%
COc1ccc(-n2c(C)cc(/C=N/Nc3nnc(C)n3N)c2C)cc1,?,12.6µM*,9.8%,-7.2%,3.5%,?,-12.4%,1.7%
NC(=S)N/N=C/c1cn(CCC(=O)O)nc1-c1cccc(Br)c1,-6.5%,·,-5.7%,5.5%,-2.6%,?,·,·
COC(=O)c1[nH]c2ccccc2c1NC(=O)C(C)N1CC(C)OC(C)C1 (configuration not stated),?,·,12.9%,1.0%,-0.6%,-5.5%,·,·
COc1ccc(Oc2ccc(C(F)(F)F)cc2NC(=O)c2ccc(OC)cc2)cc1,?,·,0.4%,13.4%,-1.4%,-13.7%,·,·
COC(=O)N1CCC[C@@]2(CCN(c3ccccn3)C2)C1,·,?,1.4%,2.2%,-7.5%,·,3.0%,·
CCOc1ccc(CCNC(=O)c2ccc3nc(N4CCOCC4)sc3c2)cc1OCC,0.3%,·,-10.9%,-0.2%,-1.8%,1.5%,·,·
Cc1cc(-c2ccccc2)nn1-c1nc2c(c(=O)[nH]c(=O)n2C)n1C,?,-12.8%,7.9%,6.4%,-5.8%,1.5%,?,1.0%
COc1ccc(C2=NN(C(=O)c3cccs3)C(c3ccc(OC)cc3)C2)cc1 (configuration not stated),?,?,-2.9%,-0.2%,0.8%,12.4%,4.4%,2.7%
CC12CN3CC(C)(CN(C1)C3c1ccc([N+](=O)[O-])o1)C2=O (configuration not stated),-10.4%,10.8%,3.0%,2.1%,1.4%,1.8%,·,4.6%
CCn1c(SCC(=O)Nc2nc3ccc(OC)cc3s2)nnc1-c1ccoc1C,1.0%,-15.4%,-1.0%,-0.4%,-5.9%,-0.4%,-10.5%,?
O=C(NCCCN1CCOCC1)c1ccc(CS(=O)(=O)c2ccc(Br)cc2)o1,-0.2%,17.5%,16.0%,-11.5%,-2.4%,-7.5%,-7.9%,-4.2%
CCOC(=O)c1cnc2c(C)cccc2c1Nc1ccc(N2CCOCC2)cc1,1.1%,4.6%,-9.0%,7.1%,5.2%,?,-31.1%[inhibitor],-1.7%
